From PubChem
hcGAS lum = Primary biochemical luminescence assay for human cyclic GMP-AMP synthase inhibitors; Q8N884; recombinant h-cGAS, ATP depletion, Kinase-Glo luminescence; inhibition, % at 12.5 µM; actives 0.081% (n = 290,000);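 note: 0% = vehicle reaction and 100% = reaction without DNA for no activity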
Target sequence (Q8N884 whole entry, looked up): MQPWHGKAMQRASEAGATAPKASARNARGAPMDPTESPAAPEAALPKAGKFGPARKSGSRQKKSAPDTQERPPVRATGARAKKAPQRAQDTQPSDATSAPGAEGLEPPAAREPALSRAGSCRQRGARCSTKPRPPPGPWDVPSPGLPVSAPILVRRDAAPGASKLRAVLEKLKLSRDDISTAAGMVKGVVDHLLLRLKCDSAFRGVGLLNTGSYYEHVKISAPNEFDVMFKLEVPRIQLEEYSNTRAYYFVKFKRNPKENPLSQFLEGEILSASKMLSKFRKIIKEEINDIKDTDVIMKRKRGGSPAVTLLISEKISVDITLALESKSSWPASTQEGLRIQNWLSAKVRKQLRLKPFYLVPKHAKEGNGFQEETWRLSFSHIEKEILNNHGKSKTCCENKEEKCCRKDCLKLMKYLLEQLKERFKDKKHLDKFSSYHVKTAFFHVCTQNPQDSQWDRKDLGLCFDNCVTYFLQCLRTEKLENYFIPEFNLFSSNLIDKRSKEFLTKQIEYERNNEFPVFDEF
mcGAS lum = cyclic GMP-AMP synthase inhibitors, mouse, primary biochemical chemiluminescence. Q8C6L5. recombinant cGAS, Kinase-Glo ATP depletion luminescence. inhibition, % at 12.5 µM. actives 0.15% (n = 160,000);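 note: 0% = negative control wells and 100% = reference inhibitor with no enzyme activity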
NPYLR7 ag = agonists of mosquito NPYLR7 receptor, primary screen, cell-based, Aedes aegypti, calcium fluorescence, mosquito biting behavior. AID 1259423, 2018. actives 0.15% (n = 270,000). HEK293T NPYLR7/Galpha15, GCaMP6s calcium fluorescence. activation, % at 10 µM. Aedes aegypti neuropeptide Y-like receptor 7 (NPYLR7); in the data active = activation above about 40%;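 note: 0% = vehicle and 100% = reference agonist at the receptor; some compounds past the cut are filed as inactive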
* marks the source's active call; other numbers are inactive results; / = no result given; & = joins results of further samples. Cut-off read from the data, not from the text of the source, unless noted: active = inhibition above about 40%; inactive = the rest. Random draw from the library; 0.29% or so of the library scored in one or more.

SMILES	hcGAS lum	mcGAS lum	NPYLR7 ag
CC(O)c1nc2ccccc2n1Cc1ccc(Cl)c(Cl)c1 (stereo not given)	-10.1	-2.9	2.1
Cc1cccn2cc(CS(=O)c3ccccc3S(C)(=O)=O)nc12 (stereo not given)	-9.0	/	3.7
COc1ccccc1C(=O)N1CCN(C(C(=O)N2CCOCC2)C2CCCC2)CC1 (stereo not given)	-1.2	/	-1.4
COCc1nc(N[C@H]2CCCN(Cc3ccccc3)C2)c2cnn(C)c2n1	1.3	-6.5	/
CCCN(Cc1ccccc1F)C1CCNCC1	-4.4	-19.9	2.7
CCOc1ccc(OCC)c(S(=O)(=O)Nc2ccc(Nc3ccc(-n4ccc(C)n4)nn3)cc2)c1	-5.4	-9.5	-2.7
CSc1ccccc1NC(CNS(=O)(=O)c1ccccc1)c1ccccc1 (stereo not given)	-1.4	/	2.4
CN(C)C(=O)CN1CCN(C2CCCC2)CC1	-12.3	-6.0	/
Cc1ccc(-c2nc(COC(=O)c3nnn(-c4ccc(C)c(F)c4)c3C)c(C)o2)cc1	-5.6	-5.3	0.5
CC1=NC(C)=C(C#N)C(c2ccccc2C(F)(F)F)C1C#N (stereo not given)	-12.4	-7.0	11.1
CC1CCC(C#N)(N(C)C(=O)CSc2nnc(C3CC3)n2C2CC2)CC1 (stereo not given)	-3.0	/	1.8
CC(C)C(NC(=O)C(=O)N1CCCc2ccccc21)c1ccccn1 (stereo not given)	-5.2	/	12.1
Cc1[nH]nc(C(=O)NC2CCN(c3ccc(F)cc3)CC2)c1Br	1.6	/	-3.0
O=S(=O)(Nc1ccc(F)cc1F)c1ccccc1Cl	-9.2	/	2.0
O=S(=O)(Nc1ccccc1NCC(F)(F)F)c1ccc(Cl)nc1	-8.4	-14.9	-4.3
Cn1nnc2c(N3CCN(C(=O)CCC4CCCCC4)CC3)ncnc21	-4.9	/	-0.1
COc1ccc(OC)c(-c2cccc(-c3cccc(NC(=O)c4ccc(C(F)(F)F)cc4F)c3)n2)c1	-9.1	-6.1	-7.2
Cc1cc(NC(=O)c2ccccc2C)n(-c2nc3c(c(=O)[nH]2)CCC3)n1	15.3	-4.3	13.8
COC(=O)c1ccc(C(=O)OC)c(NC(=O)CSc2nnc3ccccn23)c1	-7.1	/	-7.8
CCC(=O)N1CCN(Cc2noc(CCC(=O)N3CCC(C)CC3)n2)CC1	2.1	-2.4	/
O=C1CCC(C(=O)OCC(=O)NC2CCCC2)=NN1	-0.6	-6.4	17.5
Cc1ccc2oc(C(=O)NCCc3cccs3)cc(=O)c2c1	-7.7	-9.7	1.0
Cc1nc2scc(C)n2c(=O)c1NC(=O)c1ccc(Br)cc1	5.3	1.1	5.2
COC(=O)c1c(C)[nH]c(C(=O)C(C)OC(=O)C2CC2)c1C (stereo not given)	-5.6	/	3.1
COCc1cc(C)nc(OCC(=O)N/N=C\c2cccc(Br)c2)c1C#N	1.3	-1.9	6.4
CCOC(=O)c1c(C)[nH]c(C(C)=O)c1C	-6.7&4.3	-9.4&-1.5	1.7&3.5
CCN1C(=O)CC(OC(C)=O)C1=O (stereo not given)	2.0	/	-5.2
O=C(NCC1(c2cccc(Br)c2)CCC1)c1ccncc1	-15.6	/	1.1
Cc1nnc(-n2ncc(C#N)c2N)c2nn(-c3ccccc3F)c(C)c12	1.6	/	10.8
CC(C)(C)CN1CCN(Cc2cnn(-c3cccc(Cl)c3)c2)CC1CCO (stereo not given)	-6.2	/	3.0

Taken from above.
`Cc1nnc(-n2ncc(C#N)c2N)c2nn(-c3ccccc3F)c(C)c12` in hcGAS lum reads 1.6
`Cn1nnc2c(N3CCN(C(=O)CCC4CCCCC4)CC3)ncnc21` in hcGAS lum reads -4.9
`Cc1nc2scc(C)n2c(=O)c1NC(=O)c1ccc(Br)cc1` in mcGAS lum reads 1.1
`O=C(NCC1(c2cccc(Br)c2)CCC1)c1ccncc1` in hcGAS lum reads -15.6
`CCN1C(=O)CC(OC(C)=O)C1=O` (stereo not given) in NPYLR7 ag reads -5.2
`COCc1cc(C)nc(OCC(=O)N/N=C\c2cccc(Br)c2)c1C#N` in NPYLR7 ag reads 6.4
`CCC(=O)N1CCN(Cc2noc(CCC(=O)N3CCC(C)CC3)n2)CC1` in mcGAS lum reads -2.4

Going on with the list:
SMILES	hcGAS lum	mcGAS lum	NPYLR7 ag
COc1ccccc1-c1cc(C(=O)N2CCC(C(N)=O)CC2)nc2cc(C(C)(C)C)nn12	-2.7	-6.4	18.4
COc1ccccc1NC(=O)N(Cc1ccco1)Cc1ccccc1OS(=O)(=O)c1ccc(F)cc1	0.4	-2.6	0.0
COc1ccc2nc(N(CCCN(C)C)C(=O)c3ccno3)sc2c1	-6.7	/	-0.4
O=C(Nc1ccc(-c2noc(-c3ccco3)n2)cc1)c1cccs1	2.1	/	-5.9
CC(c1ccc(-c2cccc3c(N)ccnc23)cc1)N1CCOCC1 (stereo not given)	-2.9	-15.7	/
COc1ccc(C=C2SC(N3CCCCC3)=NC2=O)c(OC)c1	-3.5	/	1.6
CCOc1nccnc1N1CCC(N(C)S(=O)(=O)C2CC2)C1 (stereo not given)	-7.3	-4.7	/
COCCC(=O)N1CCOCC1c1cc(C(=O)NCc2ccccc2)no1 (stereo not given)	-10.2	-7.2	3.0
COc1cc2c(cc1OC)C(CNC(=O)CC(C)C)N(Cc1cccc(C)c1)CC2 (stereo not given)	-6.6	-8.1	2.4
COc1cc(NS(=O)(=O)c2ccc(N3C(=O)C4C5C=CC(C5)C4C3=O)cc2)nc(OC)n1 (stereo not given)	-1.8	-4.0	2.9
Cc1ccc(C)c(OCCCC(C)(C)C(=O)NC(c2ccc(S(C)(=O)=O)cc2)c2ccc3c(c2)CCO3)c1 (stereo not given)	-5.5	-6.0	10.5
CCCCC(=O)O[C@]1(C(=O)CO)CCC2C3CCC4=CC(=O)CC[C@]4(C)C3[C@@H](O)C[C@@]21C (stereo not given in full)	-3.8	/	-3.5
Cn1c(=O)c2c(ncn2CCCC(=O)Nc2sc3c(c2C(N)=O)CCCC3)n(C)c1=O	-10.0	-5.2	1.1
COCCNc1nc(C)nc2sc(C)c(C)c12	-5.0	/	3.4
COc1ccc(CN2C3CCC2CC(NC(=O)c2cc(F)ccc2F)C3)c(OC)c1 (stereo not given)	-8.5	-6.8	3.6
CC(C)(C)C1CC=C2C(C#N)C(=N)C(C#N)(C#N)C(c3ccc(Cl)cc3)C2C1 (stereo not given)	-3.0	1.8	6.2
Cc1cc(C)n2c(CNS(=O)(=O)c3c(C)cc(C(C)(C)C)cc3C)nnc2n1	-4.5	/	19.9
Cc1c(C(=O)NCc2ccccc2C(F)(F)F)sc(=O)n1Cc1ccccc1F	-4.2	/	5.2
CN(C)CCN(C(=O)c1ccccc1[N+](=O)[O-])c1nc2ccc(Br)cc2s1	-2.5	-7.6	-6.0
Cc1nc2sccn2c1C(=O)N(C)Cc1nc(CC(C)C)no1	-2.7	/	0.4
Cc1cc(-n2c(C)cc(C(=O)CSc3nnc(-c4ccoc4C)n3C)c2C)no1	-2.0	/	-1.9
CN(Cc1nc2ccc(F)cc2[nH]1)C(=O)c1cccc2ccnn12	-3.9	/	1.5
CN(Cc1n[nH]c2c1CCCC2)c1nccc(N2CCCC(O)C2)n1 (stereo not given)	-3.8	-10.8	-0.8
CC1(C)C(c2ccco2)=[N+]([O-])C2(CCCCC/C2=N/O)N1O (stereo not given)	-0.8	/	-14.7
Cn1c(SC2CCCCNC2=O)nc2ccsc2c1=O (stereo not given)	-7.1	-5.5	3.4
O=c1c2ccccc2nc(-c2ccc3ccccc3c2)n1Cc1ccco1	-6.6	-6.8	5.5
O=C(CCc1cnn(-c2ccccc2)c1)Nc1ccc(N2CCOCC2)nc1	4.6	/	4.2
O=C(NCCn1nc(-c2cccs2)ccc1=O)c1cccc2ccccc12	4.9	-5.3	0.1
C1=Nc2ccccc2CN1c1ccccc1	-0.5	/	-5.0
COc1cccc(C(=O)N2CCN(C(C(=O)NCc3ccco3)C3CCCC3)CC2)c1 (stereo not given)	9.3	/	-4.9
N#Cc1ccsc1C(=O)N(CCc1ccccc1)C1CCOC1 (stereo not given)	-6.3	/	6.9
Cc1ccc(CNc2nccn(-c3cc(C)cc(C)c3)c2=O)cc1	-0.6	/	-0.7
COc1ccc(Oc2ccc([N+](=O)[O-])cc2C(=O)N2CCC(c3ccccc3)CC2)cc1	-3.2	-7.0	17.6
C=CCNCc1cnc(S(=O)(=O)Cc2ccc(F)cc2)n1C(C)C	-5.5	/	23.5
CSc1ncc(CN(C)CC2CCN(Cc3ccc(C)o3)CC2)cn1	-6.7	/	4.6
CC(=O)NC(C(=O)N1CCN(Cc2ccc(-c3ccccc3)s2)CC1)C(C)C (stereo not given)	-0.2	/	-2.2
COc1cccc(C(=O)N/N=C(/CC(C)C)c2ccccc2)c1	6.2	/	3.2
COC(=O)c1ccccc1NC(=O)/C(C#N)=C/c1ccc2noc(-c3ccccc3)c2c1	-8.5	-7.3	8.9
Cc1ccc(C)c(OCCN(C)C(=O)c2cc3ncc(CCO)cn3n2)c1	-1.7	/	1.6
Cn1cc(CN2CCC(n3nccc3NC(=O)C3CC3)CC2)c(-c2ccccc2)n1	-9.6&-6.6	-3.2	10.3&-6.0
CC(C)Oc1ccc(C(O)CNC(=O)C(C)(C)c2cccs2)cc1 (stereo not given)	-4.1	/	1.4
CN(C)N=Nc1ccccc1C(=O)N1CCC(n2c(=O)[nH]c3ccccc32)CC1	-3.8	-1.8	-12.1
Cc1csc(SCc2c(C(=O)NNC(=O)CC3CCS(=O)(=O)C3)oc3ccccc23)n1 (stereo not given)	-3.6	/	1.9
COc1cc(Cl)ccc1C(=O)NS(=O)(=O)c1cnn(C)c1	-8.5	/	0.9
O=C(O)[C@@H]1CSC(c2c(F)cc(F)cc2F)N1 (stereo not given in full)	-5.3	-2.1	0.5
O=C(NCC1CCCO1)C1CCN(C2CCN(C(=O)C3=CCCC3)CC2)CC1 (stereo not given)	6.1	/	4.0
Cc1ccsc1C(=O)N1CCC1(C)C(=O)NCC1CC1 (stereo not given)	-9.7	-5.7	12.5
CN(C)C(=O)c1cnn(C(C)(C)C)c1	-9.0	/	1.4
O=C(CN(C1CCCCC1)C1CC1)Nc1ccc(Cl)cn1	-12.1&-7.8	-4.5	4.3&1.5
O=C(NC1CC1)c1cc2n(n1)CCCN(C(=O)c1cc(Cl)ccc1O)C2	-6.0	/	5.6
CCOC(=O)c1nn(-c2ccccc2C)c(=O)cc1NC(=O)c1ccc(Cl)cc1	-2.0	-4.7	/
COC(=O)c1ccc(CN2C(=O)C(Cc3ccccc3)ON=C2c2ncccc2C)o1 (stereo not given)	-0.8	/	5.9
NC(=O)c1c[nH]c(C(=O)N(Cc2cc(F)ccc2F)C2CCCC2)c1	3.9	/	0.3
CCCNC(=O)N1CCN(c2ccc(OC)cc2OC)C(=O)C1C (stereo not given)	-4.4	-5.0	8.1
CCCc1[nH]n(-c2ccc(Cl)cc2)c(=O)c1/C=C1\NC(=O)N(Cc2cccc(C)c2)C1=O	-4.5	-6.7	8.6
COC(=O)[C@]1(C)C[C@H](C(=O)NCCc2cnccn2)[C@H](c2ccccc2C)N1C	-0.2	/	25.3
CCCCc1ncc(-c2c(-c3ccccc3)ncn2Cc2ccncc2)[nH]1	-6.9	-8.7	2.5
CC(C)CC(C)NC(=O)c1ccc(-n2nc(-c3cccc(Cl)c3)cc2N)cc1 (stereo not given)	-5.6	-4.7	0.2
CN1CCN(CC(=O)N2N=C(c3cccs3)CC2c2ccccc2O)CC1 (stereo not given)	-6.6	-4.4	12.6
O=C(Oc1ccccc1)Oc1ccc2ccc(=O)oc2c1	-6.8	-0.3	5.7

Overlap with the part before: 5 compounds; new compounds follow.
SMILES	hcGAS lum	mcGAS lum	NPYLR7 ag
COC(=O)[C@]1(C)C[C@H](C(=O)NCCc2cnccn2)[C@H](c2ccccc2C)N1C	-0.2	/	25.3
CCCCc1ncc(-c2c(-c3ccccc3)ncn2Cc2ccncc2)[nH]1	-6.9	-8.7	2.5
CC(C)CC(C)NC(=O)c1ccc(-n2nc(-c3cccc(Cl)c3)cc2N)cc1 (stereo not given)	-5.6	-4.7	0.2
CN1CCN(CC(=O)N2N=C(c3cccs3)CC2c2ccccc2O)CC1 (stereo not given)	-6.6	-4.4	12.6
O=C(Oc1ccccc1)Oc1ccc2ccc(=O)oc2c1	-6.8	-0.3	5.7
CC(=O)Oc1c(-c2ccc(NC(=O)Cc3ccccc3)cc2)c(-c2ccc(F)cc2)nn1-c1ccc(F)cc1	-2.4	-4.6	-0.4
Cc1cc(C)nc(/C(C#N)=C/c2ccccc2)n1	-5.4	/	10.8
Cc1oc(-c2ccoc2)nc1CN1CCCCC1CCN1CCCC1=O (stereo not given)	-8.3	/	6.4
Cc1ccc(C)c2sc(N3CCN(C(=O)C4CCCCN4S(C)(=O)=O)CC3)nc12 (stereo not given)	-1.4	/	1.2
COc1ccccc1-n1ncc2c(=O)[nH]c(SC)nc21	-1.2	-6.5	-4.9
Cc1cc(NC(=O)c2sc3ccccc3c2C)n[nH]1	-12.8	/	-7.1
O=C(NCc1csc2c1CCCC2)c1ccc(-n2cnnc2)cc1	1.2	4.9	0.5
O=c1[nH]c(CN2CCN(S(=O)(=O)c3ccccc3C(F)(F)F)CC2)nc2ccccc12	-3.3	/	6.4
O=C(O)c1nn(Cc2ncc(-c3cccc(Cl)c3)o2)c(=O)c2ccccc12	0.8	0.9	2.2
Cc1ccccc1C1c2ccsc2CCN1CCC(=O)N1CCN(C(=O)c2cccc([N+](=O)[O-])c2)C(C)C1 (stereo not given)	-1.3	-3.4	11.2
